# Source: PubChem BioAssay
# KCNQ1 block: inhibitors of human KCNQ1 channel, primary screen, cell-based, thallium flux, high-throughput; Potassium voltage-gated channel subfamily KQT member 1 (Homo sapiens), P51787; CHO-K1 KCNQ1, FluxOR thallium flux fluorescence; hits give high values; B-score at 10 µM; actives 1.3% (n = 310,000); AID 2642, 2010;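 active = compounds whose thallium flux B-score, printed positive for inhibition, exceeds three library SD while starting fluorescence stays within three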;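 also: channel opened by potassium depolarization with thallium stimulus after 20 min compound exposure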
# KCNK3 block: human KCNK3 channel inhibitors, primary screen, CHO cells, FluxOR thallium flux, B-score. FluxOR fluorescence; hits give low values. B-score at 10 µM. actives 0.84% (n = 340,000);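 active = B-score under library mean minus 4 SD, starting fluorescence ratio at most library mean plus 5 SD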;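 also: more negative B-score means stronger inhibition of thallium flux through KCNK3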
# KCNK9 block: KCNK9 potassium channel inhibitors, primary screen, HEK293 cells, thallium flux. Potassium channel subfamily K member 9 (Homo sapiens), Q9NPC2. FluxOR thallium flux fluorescence; hits give low values. B-score at 10 µM. actives 1.2% (n = 310,000). AID 488922, 2010;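 active = ratio B-score over 3 SD below the library mean, with starting fluorescence within 5 SD of its mean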;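 also: negative B-score means less thallium flux so channel inhibition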
# PolyA inhibitor: polyadenylation inhibitors in yeast reporter cells, primary screen, luminescence, S. cerevisiae; calls only at 12 µM; actives 0.02% (n = 300,000); S. cerevisiae SKY197-pL101 polyadenylation reporter, beta-gal luminescence; efflux-impaired pdr1/pdr3 knockout yeast; score 100 = 6 SD above DMSO;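 active = lowest replicate activity score at least 50, where 100 means six control SD above control mean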;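 also: yeast exposed to compound for 9 h at 30 °C; higher score means more reporter readthrough which indicates perturbed polyadenylation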
# TRPC4 potent: positive allosteric modulators of TRPC4, primary screen, cell-based, mouse TRPC4beta, HEK293 mu-opioid, Fluo-4 calcium; actives 0.42% (n = 310,000); AID 2227, 2009; Short transient receptor potential channel 4 (Mus musculus), Q9QUQ5; B-score at 10 µM; DAMGO EC20, Fluo-4 Ca2+ flux; hits give high values;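 active = B-score of calcium response area above 5 SD of library B-scores, with initial fluorescence ratio within 5 SD of library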;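 also: B-score of integrated fluorescence ratio over time as area under calcium response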
# Platelet DG rel: inhibitors of platelet dense granule secretion, primary screen, cell-based, MLPCN, human platelets; inhibition, %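 (compounds screened at 7.5 µM in platelet-rich plasma)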; AID 1663, 2009; actives 0.22% (n = 300,000); human platelet-rich plasma, SFLLRN dense granule ATP release, luminescence;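 active = mean replicate score, as percent of positive control, at or above 50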
# TRPC4 agonist: activators of mouse TRPC4 channel, primary screen, Fluo4 calcium, HEK293 TRPC4beta/mu-opioid cells; AID 2237, 2010; Short transient receptor potential channel 4 (Mus musculus), Q9QUQ5; B-score at 10 µM; actives 0.49% (n = 310,000); Fluo4 calcium fluorescence; hits give high values;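 active = B-score above 5 SD of library B-scores, and initial fluorescence ratio not above library mean plus 5 SD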;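 also: positive B-score marks a calcium rise read as TRPC4 activation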
#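 Technique: kinetic Fluo4 calcium fluorescence; Test system: TRPC4beta and mu-opioid receptor HEK293 stable cells; Measure: B-scored integrated calcium fluorescence ratio; Benchmarks: low control buffer alone, high control maximal DAMGO; Schedule: 45 min room-temperature Fluo4 loading, 110 s read.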
# TRPC4 block: inhibitors of mouse TRPC4 channel, primary screen, Fluo4 calcium, HEK293 TRPC4beta/mu-opioid cells; B-score at 10 µM; Short transient receptor potential channel 4 (Mus musculus), Q9QUQ5; actives 0.39% (n = 300,000); AID 2247, 2010; DAMGO-evoked Fluo4 calcium flux; hits give low values;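 active = B-score over 3 SD under the library average, no early fluorescence shift, positive overall ratio signal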
#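 Material: HEK293 cells with stable TRPC4beta plus mu-opioid receptor expression / Probe or stimulus: DAMGO in two steps, submaximal then maximal / Compound: single concentration per test compound / Technique: kinetic Fluo4 fluorescence imaging of calcium influx / Read-out: per-well B score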
# KCNQ1 act: potentiators or activators of KCNQ1 channel, primary screen, cell-based, thallium flux, high-throughput. Potassium voltage-gated channel subfamily KQT member 1 (Homo sapiens), P51787. CHO-K1 KCNQ1, thallium flux FluxOR fluorescence; hits give high values. B-score at 10 µM. actives 0.35% (n = 310,000). AID 2648, 2010;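 active = fluorescence ratio B-score, a plate-corrected score, at least three library SD, with initial intensity B-score within 5 SD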
#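 Test system: CHO-K1 cells stably expressing KCNQ1 / Medium: assay buffer / Also added: depolarizing K+/Tl+ stimulus, K2SO4 and Tl2SO4 each 12.5 mM in 5x stock / Incubation: 90 min dye loading and 20 min compound exposure, both at room temperature / Signal: thallium influx via FluxOR fluorescence, kinetic imaging / Evaluation: B score of baseline-normalized fluorescence ratio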
# Dyrk1A ADPGlo: rat Dyrk1A kinase inhibitors, primary screen, biochemical, single point, plate reader | actives 0.43% (n = 310,000) | Dual specificity tyrosine-phosphorylation-regulated kinase 1A (Rattus norvegicus), Q63470 | ADP-Glo luminescence, NFATc1 peptide | inhibition, % at 12.5 µM; in the data active = inhibition above about 50%;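 also: plate controls were vehicle with enzyme for no effect and no enzyme for full effect; many of its hits are not listed in these tables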
# hERG rescue: hERG rescue from dofetilide block, primary screen, cell-based, CHO-hERG, FluxOR thallium flux, dofetilide IC70; Voltage-gated inwardly rectifying potassium channel KCNH2 (Homo sapiens), Q12809; dofetilide IC70 present; activation (rescue from dofetilide block), less the hit threshold, % at 10 µM; actives 0.51% (n = 310,000);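 active = activation above the mean of controls blocked by dofetilide plus 5 SD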;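 also: thallium influx through hERG after potassium depolarization seen as dye fluorescence rise; in these data hits start at about 4.7%; inactives centre near -7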
# Target sequence (Q12809 whole entry, looked up): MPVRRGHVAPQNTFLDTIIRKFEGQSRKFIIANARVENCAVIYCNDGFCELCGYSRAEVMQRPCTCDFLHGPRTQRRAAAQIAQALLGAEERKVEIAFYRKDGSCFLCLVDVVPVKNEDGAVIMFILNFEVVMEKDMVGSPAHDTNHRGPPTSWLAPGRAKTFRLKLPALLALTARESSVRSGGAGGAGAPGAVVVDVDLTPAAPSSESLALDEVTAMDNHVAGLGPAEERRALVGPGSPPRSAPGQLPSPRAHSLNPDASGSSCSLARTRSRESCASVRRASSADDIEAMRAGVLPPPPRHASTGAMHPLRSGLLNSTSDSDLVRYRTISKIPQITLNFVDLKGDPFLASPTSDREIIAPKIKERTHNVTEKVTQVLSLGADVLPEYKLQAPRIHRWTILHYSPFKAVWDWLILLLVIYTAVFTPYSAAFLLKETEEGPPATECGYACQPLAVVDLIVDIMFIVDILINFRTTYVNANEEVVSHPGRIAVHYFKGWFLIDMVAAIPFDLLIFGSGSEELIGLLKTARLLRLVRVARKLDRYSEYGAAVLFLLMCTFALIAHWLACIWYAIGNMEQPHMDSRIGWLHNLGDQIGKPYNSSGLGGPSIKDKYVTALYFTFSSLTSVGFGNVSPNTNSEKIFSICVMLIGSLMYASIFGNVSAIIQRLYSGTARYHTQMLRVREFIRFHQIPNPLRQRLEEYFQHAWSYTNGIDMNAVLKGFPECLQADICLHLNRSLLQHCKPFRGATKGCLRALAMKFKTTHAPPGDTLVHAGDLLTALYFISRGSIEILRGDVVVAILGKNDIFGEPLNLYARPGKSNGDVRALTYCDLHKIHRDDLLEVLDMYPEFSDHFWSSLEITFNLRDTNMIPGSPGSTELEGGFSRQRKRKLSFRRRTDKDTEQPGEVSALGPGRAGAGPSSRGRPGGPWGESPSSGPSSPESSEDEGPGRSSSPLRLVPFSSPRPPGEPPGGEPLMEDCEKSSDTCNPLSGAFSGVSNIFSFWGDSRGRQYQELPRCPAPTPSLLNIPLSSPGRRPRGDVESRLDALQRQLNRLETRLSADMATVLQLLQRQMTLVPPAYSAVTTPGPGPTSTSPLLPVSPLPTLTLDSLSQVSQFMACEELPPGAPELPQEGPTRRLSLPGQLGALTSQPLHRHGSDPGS
# An asterisk follows results filed as active; i = inactive; / = not tested or not shown. An excerpt (hit frequency here may not be typical).
Molecule | KCNQ1 block | KCNK3 block | KCNK9 block | PolyA inhibitor | TRPC4 potent | Platelet DG rel | TRPC4 agonist | TRPC4 block | KCNQ1 act | Dyrk1A ADPGlo | hERG rescue
O=C(CNC(=O)c1ccc(Br)o1)NCc1ccc(F)cc1 | i | i | i | i | i | 1 | i | i | i | / | -6
N#Cc1ccc(Nc2ccccc2)c(N)c1 | i | i | i | i | i | 10 | i | i | i | -14 | -6
COc1ccc(Cc2nnc(N/N=C/c3ccc(C)o3)[nH]c2=O)cc1 | i | i | i | i | i | 3 | i | i | i | 2 | -5
CCc1cc(=O)oc2c(C)c(OC(C)C(=O)N3CCC[C@@H]3C(=O)O)ccc12 (some centres undefined) | i | i | i | i | i | -3 | i | i | i | 2 | -7
O=C(O)CCCCCNCc1c(Cl)cccc1Cl | i | i | i | i | i | 0 | i | i | i | 7 | -7
Cc1cccc(N2CCN(C(=O)CCn3c(=O)[nH]c4ccsc4c3=O)CC2C)c1 (centres undefined) | i | i | i | i | i | -17 | i | i | i | 3 | -19
CNC(=O)/C(C#N)=C/c1cccc(Oc2ccccc2)c1 | i | i | i | i | i | 10 | i | i | i | -10 | -13
COc1cccc(OC)c1Nc1nc(C)nc2c1nnn2Cc1ccccc1Cl | i | i | i | i | i | -24 | i | i | i | -7 | -12
COC(=O)c1c(-c2ccccc2)noc1C | i | i | i | i | i | -6 | i | i | i | / | 5.8*
Cc1cc(C)nc(NC(=O)c2cccc([N+](=O)[O-])c2)c1 | i | i | i | i | i | 9 | i | i | i | 2 | -3
CCOc1ccc(N2C(=O)C(=O)/C(=C(/O)c3ccccc3)C2c2ccccc2[N+](=O)[O-])cc1 (centres undefined) | i | i | i | i | i | -3 | i | i | i | -3 | -5
Cc1cccc(C(=O)N2CCCC(N3CCN(c4ccccc4F)CC3)C2)n1 (centres undefined) | i | i | i | i | i | 0 | i | i | i | -2 | -10
COc1cc(SC)ccc1C(=O)N(CC(=O)Nc1ccccc1Br)Cc1ccco1 | i | i | i | i | i | 1 | i | i | i | 11 | -14
CSc1nc2c(c(=O)[nH]1)C(c1ccc(Br)cc1)CC(=O)N2 (centres undefined) | i | i | i | i | i | -4 | i | i | i | -8 | 11*
COc1ccc(CN2CCC(c3nc4ccc(Cl)cc4[nH]3)CC2)cc1 | i | i | i | / | i | 2 | i | i | i | 1 | -29
COc1ccc(N2CCN(C(=O)Cn3nnc(-c4ccc(OC)c(OC)c4)n3)CC2)cc1 | i | i | i | i | i | -54 | i | i | i | -2 | -9
CC(=O)c1sc(NCc2ccc(C)cc2)nc1C | i | i | i | i | i | 5 | i | i | i | 4 | -8
CCCS(=O)(=O)c1cnc(C2COc3ccccc3O2)nc1N (centres undefined) | i | i | i | i | i | 66* | i | i | i | 15 | -3
O=c1[nH]c2cc3c(cc2cc1CN(Cc1cccnc1)Cc1nnnn1Cc1ccco1)OCCO3 | i | i | i | i | i | -2 | i | i | i | -2 | -7
O=C(O/N=C\c1ccc(N2CCCCC2)c([N+](=O)[O-])c1)c1c(F)cccc1F | i | i | i | i | i | -2 | i | i | i | -3 | -9
CN1C(=O)c2ccc(NC(=O)C3CCCCC3)cc2C1=O | i | i | i | i | i | 1 | i | i | i | 9 | -6
CCOC(=O)c1c(NC(=O)CNCC(O)CO)sc(C)c1C (centres undefined) | i | i | i | i | i | -2 | i | i | i | 7 | -3
COc1ccc(OC)c(NC(=O)CN(c2ccc(C)cc2)S(=O)(=O)c2c(C)noc2C)c1 | i | i | i | / | i | 3 | i | i | i | -19 | 1
CCC1(CC)NC(=O)N(CC(=O)OCC(=O)Nc2ccc(C(F)(F)F)cc2)C1=O | i | i | i | i | i | -9 | i | i | i | 0 | -3
Cc1cccc(C(=O)Nc2nnc(SCC(=O)NCc3ccco3)s2)c1 | i | i | i | i | i | 11 | i | i | i | -1 | -6
C=C(C)CNC(=S)NNC(=O)CCn1c2cc(Cl)ccc2c2ccc(Cl)cc21 | i | i | i | i | i | 12 | i | i | i | -1 | -6
CC(C(=O)Nc1ccc2c(c1)OCCO2)c1ccc([N+](=O)[O-])cc1 (centres undefined) | i | i | i | i | i | -13 | i | i | i | 0 | -6
O=C(CSc1ncn[nH]1)Nc1ccc(S(=O)(=O)N2CCCC2)cc1 | i | i | i | i | i | 2 | i | i | i | 0 | -4
COc1ccc(OCc2cc(C(=O)N(C)CC3CCCCO3)no2)c(Cl)c1 (centres undefined) | i | i | i | i | i | -13 | i | i | i | / | -8
CC(C)(CN1CCN(Cc2ccccc2)CC1)NS(=O)(=O)c1ccccc1 | i | i | i | i | i | 0 | i | i | i | 4 | -9
COc1ccccc1N1CCN(C(=O)c2oc3c(c2C)C(=O)CC(C)(C)C3)CC1 | i | i | i | i | i | 7 | i | i | i | 7 | -14
Cc1ccc(-c2cc(C(=O)NCC3CCCO3)c3ccccc3n2)cc1C (centres undefined) | i | i | i | i | i | 14 | i | i | i | / | -29
Nc1nonc1-n1nnc(C(=O)N/N=C/c2cccc(Cl)c2Cl)c1CN1CCCC1 | i | i | i | i | i | -4 | i | i | i | -5 | 40*
C=CCNS(=O)(=O)c1sccc1/C=N/O | i | i | i | i | i | 4 | i | i | i | 2 | -13
CCOC(=O)c1cnc2c(ccc3ccccc32)c1NCCN(C)C | i | i | i | i | i | 12 | i | i | i | 16 | -3
COc1ccc(/C=N/NC(=O)CSc2ccccn2)cc1OC | i | i | i | i | i | 4 | i | i | i | / | -1
CN(C1CC(C)(C)N(O)C(C)(C)C1)S(=O)(=O)CC12CCC(CC1=O)C2(C)C (centres undefined) | i | i | i | / | i | -3 | i | i | i | -2 | -17
CCN(CC)S(=O)(=O)c1cccc(C(=O)N/N=C2\CC(=O)CC(C)(C)C2)c1 | i | i | i | i | i | 2 | i | i | i | 0 | -14
CCN1C(=NCC(C)C)N[C@@H](CCc2ccccc2)[C@H](C(=O)NCC(C)C)[C@H]1C | i | i | i | i | i | -4 | i | i | i | -4 | -7
CCOc1cccc(CNCCO)c1OCc1ccc(Cl)cc1Cl | i | i | i | i | i | -4 | i | i | i | 3 | -10
CC(C)(C)c1ccc(/C=C2\Oc3c(ccc(O)c3CN3CCN(CCO)CC3)C2=O)cc1 | i | i | i | i | i | 4 | i | i | i | 2 | -20
COc1cc(Cl)c(CN2CCCC(CO)(Cc3cccc(Cl)c3)C2)cc1OC (centres undefined) | i | i | i | i | i | -6 | i | i | i | -5 | -17
CN(CC(=O)NC1CCCCC1)S(=O)(=O)c1cccc2nsnc12 | i | i | i | i | i | 6 | i | i | i | 8 | 1
CCOc1cc(C2NC(=O)c3ccccc3O2)ccc1OC(C)C (centres undefined) | i | i | i | i | i | -3 | i | i | i | 1 | -8
CCCCCCn1c(=O)c(C(=O)N/N=C/c2cccc(F)c2)c(O)c2ccccc21 | i | i | i | i | i | 11 | i | i | i | -1 | -4
COc1ccc(CC(=O)Nc2cc(Cl)ccc2C(=O)O)cc1 | i | i | i | i | i | 2 | i | i | i | 42 | -11
Cc1cccc(NC(=O)C2CCCN2C(=O)Oc2ccccc2)c1C (centres undefined) | i | i | i | i | i | 12 | i | i | i | -11 | -5
O=C(NCc1ccccc1)C1CCN(S(=O)(=O)c2ccc(Cl)cc2)CC1 | i | i | i | i | i | -1 | i | i | i | 6 | -8
Cc1ccc(CS(=O)(=O)CCC(=O)NCc2ccccc2Cl)cc1 | i | i | i | i | i | -5 | i | i | i | -15 | -6
Cc1ccc(C(=O)N/C(=C/c2cccs2)C(=O)NCC2CCCO2)cc1 (centres undefined) | i | i | i | i | i | 8 | i | i | i | 0 | -6
COCCn1c(Cc2ccccc2)nnc1SCC(=O)NC(C)(C)C | i | i | i | i | i | 9 | i | i | i | -2 | -9
O=C(CCN1N=C(c2ccccc2)CCC1=O)NC1CCCC1 | i | i | i | i | i | -2 | i | i | i | -3 | -4
COc1ccc(NC(C)=O)cc1NC(C)C(=O)Nc1ccc(F)cc1 (centres undefined) | i | i | i | i | i | 4 | i | i | i | -3 | -7
O=C(Nc1c(-c2ccccc2)nc2sccn12)c1ccccc1 | i | i | i | i | i | 2 | i | i | i | 6 | -4
COCCCN1C(=O)C(=O)/C(=C(/O)c2ccc(S(=O)(=O)N3CCOCC3)cc2)C1c1ccc(F)cc1 (centres undefined) | i | i | i | i | i | 4 | i | i | i | -5 | 1
O=C(c1csc(Nc2ccccc2Cl)n1)N1CCCC1 | i | i | i | i | i | -9 | i | i | i | 7 | 3
COc1ccccc1NC(=O)C1=C(C)Nc2ncnn2C1c1ccccc1C (centres undefined) | i | i | i | i | i | 5 | i | i | i | -8 | -7
Cc1sc(NC(=S)NC(=O)C(C)(C)C)c(C(N)=O)c1C | i | i | i | i | i | 14 | i | i | i | / | -12
Cc1ccc(S(=O)(=O)N2CCN(C(=O)CC(C)n3nc(C)c(Cl)c3C)CC2)cc1C (centres undefined) | i | i | i | i | i | -18 | i | i | i | -1 | -1
CCOc1ccc(-n2c(SCC(N)=O)nnc2-c2cccnc2)cc1 | i | i | i | i | i | -1 | i | i | i | 15 | -4
Cc1cc(NC(=O)COc2cccc(C)c2C)no1 | i | i | i | i | i | 16 | i | i | i | 2 | -8
CCOC(=O)c1c(S(=O)(=O)NCC(=O)N2CCN(c3ccc(OC)cc3)CC2)c(C)n(C)c1C | i | i | i | i | i | -15 | i | i | i | 3 | -9
